KCNK3 inh = human KCNK3 channel inhibition, primary screen; AID 602410; B-score at 10 µM; O14649; CHO-KCNK3 thallium flux, FluxOR fluorescence; hits give low values; 340,000 tested, 0.84% active;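 active = B-score under library mean minus 4 SD, starting fluorescence ratio at most library mean plus 5 SD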;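 also: more negative B-score means stronger inhibition of thallium flux through KCNK3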
GSK3A inh = human GSK-3 alpha kinase inhibition; P49840; ADP-Glo luminescence, 60 min; inhibition, % at 10 µM; 320,000 tested, 0.1% active; AID 2650;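 in the data active = inhibition above about 50%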;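 also: GST-tagged GSK-3 alpha with peptide substrate and 25 µM ATP; 0% = DMSO neutral wells and 100% = GW8510 positive control wells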
KCNQ1 inh = human KCNQ1 channel inhibition | CHO-K1 KCNQ1, FluxOR thallium flux fluorescence; hits give high values | 310,000 tested, 1.3% active | B-score at 10 µM | P51787;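 active = compounds whose thallium flux B-score, printed positive for inhibition, exceeds three library SD while starting fluorescence stays within three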;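 also: channel opened by potassium depolarization with thallium stimulus after 20 min compound exposure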
Target sequence (P51787 whole entry, looked up): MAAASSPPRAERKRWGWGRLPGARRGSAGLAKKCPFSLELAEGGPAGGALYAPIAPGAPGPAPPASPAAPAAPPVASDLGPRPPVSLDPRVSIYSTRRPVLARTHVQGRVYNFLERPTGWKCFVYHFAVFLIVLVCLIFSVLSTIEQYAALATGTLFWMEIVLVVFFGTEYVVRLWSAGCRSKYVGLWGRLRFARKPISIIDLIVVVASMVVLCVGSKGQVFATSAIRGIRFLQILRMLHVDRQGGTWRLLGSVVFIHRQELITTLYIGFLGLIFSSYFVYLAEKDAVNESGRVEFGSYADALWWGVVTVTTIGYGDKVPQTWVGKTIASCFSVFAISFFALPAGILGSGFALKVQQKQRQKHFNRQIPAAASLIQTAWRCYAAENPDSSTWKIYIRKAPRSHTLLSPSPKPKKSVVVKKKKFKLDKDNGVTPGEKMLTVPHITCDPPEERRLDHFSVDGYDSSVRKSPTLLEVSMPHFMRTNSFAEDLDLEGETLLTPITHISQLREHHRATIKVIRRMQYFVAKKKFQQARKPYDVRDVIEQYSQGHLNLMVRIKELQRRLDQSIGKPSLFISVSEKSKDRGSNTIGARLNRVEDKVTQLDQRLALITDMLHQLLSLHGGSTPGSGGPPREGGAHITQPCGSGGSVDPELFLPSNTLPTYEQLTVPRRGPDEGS
GSK3beta inhib = human GSK3beta kinase inhibition; P49841; GST-GSK3beta kinase, ADP-Glo luminescence, 60 min; hits give low values; activity score (negative = inhibition), % at 10 µM; 300,000 tested, 0.038% active; AID 2097;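 active = more than half of replicate wells score below -50%, meaning over 50% inhibition versus plate controls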;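 also: 0% = median DMSO wells and -100% = median GW8510 positive control wells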
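Assay system: GST-fused GSK3beta enzyme, cell-free / Medium: Tris pH 7.5 buffer with MgCl2, DTT, BSA, heparin / Also added: peptide substrate plus 25 µM ATP (final) / Compound: 10 µM single point / Timing: kinase reaction with compound 60 min at room temperature / Detection: ADP-Glo luminescence / Benchmarks: DMSO neutral wells and GW8510 at 20 µM as positive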
Dyrk1A ADPGlo = Dyrk1A (rat) kinase inhibition; inhibition, % at 12.5 µM; 310,000 tested, 0.43% active; Q63470; ADP-Glo luminescence, NFATc1 peptide; in the data active = inhibition above about 50%;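 also: plate controls were vehicle with enzyme for no effect and no enzyme for full effect; many of its hits are not listed in these tables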
RGS4 block = inhibitors of human RGS4; B-score at 10 µM; 310,000 tested, 0.45% active; HEK293 M3R/RGS4 inducible, Fluo-4 calcium flux; hits give high values; triggered by carbachol at its EC20;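 active = B-score, a plate-corrected calcium signal, over three deviations above library mean, with baseline fluorescence within five deviations of library mean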;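 also: RGS4 expression induced by doxycycline in cells with stable M3 receptor; B-score is computed from the integrated fluorescence ratio over baseline after carbachol; higher B-score means a larger calcium signal and so more RGS4 inhibition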
Target sequence (P49798 whole entry, looked up): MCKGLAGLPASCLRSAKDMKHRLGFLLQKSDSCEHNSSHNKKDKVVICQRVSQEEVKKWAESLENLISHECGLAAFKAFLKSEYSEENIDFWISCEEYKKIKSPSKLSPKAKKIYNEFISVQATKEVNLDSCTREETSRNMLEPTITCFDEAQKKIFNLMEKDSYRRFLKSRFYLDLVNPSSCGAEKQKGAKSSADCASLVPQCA
hERG protect = shields human hERG channel from block by proarrhythmic agents; 310,000 tested, 0.51% active; CHO-hERG, FluxOR thallium flux, dofetilide IC70 present; Q12809; activation (rescue from dofetilide block), less the hit threshold, % at 10 µM; AID 1511;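 active = activation above the mean of controls blocked by dofetilide plus 5 SD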;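 also: thallium influx through hERG after potassium depolarization seen as dye fluorescence rise; in these data hits start at about 4.7%; inactives centre near -7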
KCNQ1 pot = potentiators or activators of human KCNQ1 potassium channel | 310,000 tested, 0.35% active | AID 2648 | CHO-K1 KCNQ1, thallium flux FluxOR fluorescence; hits give high values | P51787 | B-score at 10 µM;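 active = fluorescence ratio B-score, a plate-corrected score, at least three library SD, with initial intensity B-score within 5 SD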
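Schedule – 37 °C overnight plating, 90-min dark dye load, 20-min compound pretreatment · System – stable KCNQ1 CHO-K1 line · Probe or stimulus – thallium- and potassium-containing depolarizing buffer · Measured by – kinetic FluxOR fluorescence, 10 s baseline plus 110 s post-stimulus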
KCNK9 inh = inhibitors of human KCNK9 two-pore domain potassium channel | Q9NPC2 | HEK293 KCNK9, FluxOR thallium flux fluorescence; hits give low values | B-score at 10 µM | 310,000 tested, 1.2% active;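 active = ratio B-score over 3 SD below the library mean, with starting fluorescence within 5 SD of its mean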;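 also: negative B-score means less thallium flux so channel inhibition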
RGS4 act = potentiators or activators of RGS4 | HEK293 M3R/inducible RGS4, carbachol calcium flux Fluo4; hits give low values | B-score at 10 µM | 310,000 tested, 0.92% active | AID 463111;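 active = B-score of the integrated calcium signal more than 4 SD below the library mean, with starting fluorescence not abnormally high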;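 also: negative B-score means reduced calcium response which marks RGS4 activation or potentiation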
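test system = HEK293 cells with stable M3R and inducible RGS4 | schedule = recording 10 s baseline at 1 Hz, 100 s post-agonist | technique = Fluo4-AM (2 µM) calcium-flux fluorescence, kinetic read | measure = Agonist-evoked peak-minus-minimum fluorescence over baseline, integrated ratio, B score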
PolyA inh = yeast polyadenylation inhibition; 300,000 tested, 0.02% active; calls only at 12 µM; S. cerevisiae SKY197-pL101 polyadenylation reporter, beta-gal luminescence; efflux-impaired pdr1/pdr3 knockout yeast; score 100 = 6 SD above DMSO;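 active = lowest replicate activity score at least 50, where 100 means six control SD above control mean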;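 also: yeast exposed to compound for 9 h at 30 °C; higher score means more reporter readthrough which indicates perturbed polyadenylation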
Active calls of the source: *; i = inactive; . = not tested or not shown.

SMILES	KCNK3 inh	GSK3A inh	KCNQ1 inh	GSK3beta inhib	Dyrk1A ADPGlo	RGS4 block	hERG protect	KCNQ1 pot	KCNK9 inh	RGS4 act	PolyA inh
COc1cc(N)ccc1-c1cc2ccccc2oc1=O	i	-3	i	-1	13	i	-5	i	i	i	i
O=C(c1ccc(COc2ccc(Cl)cc2)o1)N1CCN(Cc2ccc3c(c2)OCO3)CC1	-9.8*	-4	i	1	-4	i	-17	i	i	i	i
O=C(NC1=NCCS1)c1ccccc1Cl	i	1	i	1	2	i	-6	i	i	i	i
Cn1nc(C(C)(C)C)c([N+](=O)[O-])c1C(=O)Nc1cccc2ccccc12	i	1	i	-4	14	i	-7	i	i	i	i
COc1ccccc1CNS(=O)(=O)c1ccc(S(=O)(=O)NC2CC2)cc1	i	0	i	-1	0	i	-4	i	i	i	i
Cc1cc(C)n(-c2cccc3cccnc23)n1	i	-2	i	-1	0	i	-6	i	i	i	i
O=C(Nc1ccc(Cl)cc1)c1ccc2ncsc2c1	i	0	i	3	4	i	-4	i	i	i	i
Cc1cc(Cl)c2ccc(Cl)cc2n1	i	-2	i	2	-2	i	-6	i	i	i	i
CS(=O)(=O)N1CCN(C(=S)NCc2ccc(F)cc2)CC1	i	-3	i	0	-1	i	-8	i	i	i	i
O=C(CCCCO)c1ccc(O)c(Cl)c1	i	-2	i	-2	-7	i	-7	i	i	i	i
NC(=O)c1c(NC(=O)C(=O)N2CCOCC2)sc2c1CCC2	i	3	i	4	2	i	-5	i	i	i	i
COc1ccc(S(=O)(=O)N2CCC(C(=O)NCc3cccnc3)CC2)cc1Cl	i	-1	i	0	-9	i	-3	i	i	i	i
Cc1cccc(N2C(=O)N(c3ccccc3C)C3CS(=O)(=O)CC32)c1 (stereo not drawn)	i	-1	i	-3	4	i	-10	i	i	i	i
Cc1nn(Cc2c(F)c(F)c(F)c(F)c2F)c(C)c1NC(=O)c1c([N+](=O)[O-])cnn1C	i	-4	i	1	1	i	-11	i	i	i	i
Cc1ccccc1NC(=O)CC1SC(=O)N(c2ccccc2)C1=O (stereo not drawn)	i	-1	i	-2	-5	i	-7	i	i	i	i
O=C(CN1C(=O)/C(=C/c2ccc(Cl)cc2)SC1=S)NC1C=CS(=O)(=O)C1 (stereo not drawn)	i	-2	i	-2	-1	i	-7	i	i	i	i
Cc1cc(=O)n(-c2ccc(Cl)cc2)c(=O)[nH]1	i	-2	i	7	.	i	-2	i	i	i	i
CC(=O)c1c(C)nc(-c2ccc(Cl)cc2)nc1N=CN(C)C	i	0	i	-2	3	i	-10	i	i	i	i
CC1(C)CC2(CCCN3C(=O)CSC32)CCS1 (stereo not drawn)	i	-2	i	-3	5	i	-14	i	i	i	i
Cc1ccc(OCCOCCn2cnc3ccccc3c2=O)c([N+](=O)[O-])c1	i	-1	i	1	.	i	-5	i	i	i	i
OCc1nnn(-c2cccc(C(F)(F)F)c2)c1CO	i	-1	i	1	18	i	-6	i	i	i	i
CC(=O)N1CCOc2ccc(S(=O)(=O)Nc3ccc(Cl)cn3)cc21	i	-4	i	0	4	i	-3	i	i	i	i
COc1ccccc1N(C)S(=O)(=O)c1ccc(Cl)c(C(=O)NCC2(N(C)C)CCCCC2)c1	i	1	i	-3	-1	i	-8	i	i	i	i
Cc1ccccc1Cc1c(C)nc2nc(SCC(=O)NCCCN3CCCCC3)nn2c1C	i	-1	i	.	4	i	-8	i	i	-9.6*	i
CCOC(=O)c1nnn(-c2nonc2N)c1CS(=O)(=O)c1ccccc1	i	-1	i	-4	-2	i	-5	i	i	i	i
COc1ccc2nc(NC(=O)CSc3nnnn3C)sc2c1	i	2	i	0	2	i	-9	i	i	i	i
O=C(CCN1C(=O)/C(=C/c2ccccc2)SC1=S)Nc1cccnc1	i	0	i	1	-11	i	1	i	i	i	i
OC(CN1CCCC1)Cn1ccc2ccccc21 (stereo not drawn)	i	-2	i	1	1	i	-4	i	i	i	i
O=S(=O)(Nc1ccccc1Cl)c1ccc(-c2ccccn2)s1	i	0	i	-3	34	i	-8	i	i	i	i
CCc1cccc(NC(=S)Nc2cccc3ccccc23)c1	i	6	i	1	-4	i	-6	i	i	i	i
O=C(C1=C[C@H](c2ccc(Br)cc2)C[C@H](OCCCCO)O1)N1CCN(Cc2ccc3c(c2)OCO3)CC1	i	-1	i	0	2	i	-11	i	i	i	i
Cc1ccc(-n2ncc3c2CCCC3NC(=O)CCc2c(C)noc2C)cc1C (stereo not drawn)	i	4	i	4	1	i	-5	i	i	i	i
CCCN1C(=O)N(C)C(N(O)C(=O)NC)C1(C)C (stereo not drawn)	i	4	.	-18	-4	.	.	.	.	.	i
CC(C)CNC1CCS(=O)(=O)C1 (stereo not drawn)	i	-1	i	0	-4	i	-9	i	i	i	i
Cc1cccc(NC(=O)CN2C(=O)N/C(=C\c3ccc(N4CCOCC4)cc3)C2=O)c1	i	1	i	-1	4	i	-3	i	i	i	i
CCC(C)(C)NC(=O)C(c1ccc(OC)cc1)N(C(=O)CCC(=O)Nc1cc(C)on1)c1cc(OC)ccc1OC (stereo not drawn)	i	-2	i	-3	0	i	-6	i	i	i	i
COc1ccc(N(CC(=O)N2CCOCC2)S(C)(=O)=O)cc1Cl	i	-4	i	-4	-2	i	-6	i	i	i	i
Cc1nnc(-n2ncc(C#N)c2N)c2nn(-c3cccc(Cl)c3)c(C)c12	i	-2	i	0	2	i	-7	i	i	i	i
O=C(CSc1nc2ccccc2o1)c1ccccc1	i	0	i	1	0	i	-9	i	i	i	i
Cc1ccnc(NS(=O)(=O)c2ccc(NC(=O)CCc3ccccc3)cc2)n1	i	-3	i	0	7	i	-6	i	i	i	i
Cc1ccc(C2CC(=O)C=C(Nc3ccc(Cl)cc3)C2)cc1 (stereo not drawn)	i	-1	i	3	-4	i	-2	i	i	i	i
CN(CCOc1ccccc1)C(=O)C1CCC(=O)N(CCc2ccc(Cl)cc2)C1 (stereo not drawn)	i	2	i	2	-6	i	-5	i	i	i	i
COc1ccc(CS(=O)(=O)CC(C)(O)c2ccccc2Cl)cc1 (stereo not drawn)	i	-1	i	4	-2	i	-14	i	i	i	i
Clc1ccc(-[n+]2c(-c3cccc(Br)c3)[nH]c3nc4ccccc4nc32)cc1	i	-4	10*	6	.	i	-11	i	i	i	i
CCn1cc(Br)c(C(=O)Nc2ccc(F)cc2F)n1	i	-2	i	2	.	i	-12	i	i	i	i
O=C(NNC(=S)Nc1ccc(Br)cc1)c1ccccc1Br	i	-1	i	-2	.	i	-16	i	i	i	i
O=C(CSc1nc2ccc(Nc3nc(N4CCCC4)nc(N4CCCC4)n3)cc2s1)NCc1ccco1	i	1	8*	-3	.	i	-15	i	i	i	i
CN(C(=O)COC(=O)COc1ccc(Cl)cc1Cl)c1c(N)n(Cc2ccccc2)c(=O)[nH]c1=O	i	0	i	-1	-4	i	-20	i	i	i	i
O=C(C1CCCC1)N1CCCC(Nc2ccc(F)cc2)C1 (stereo not drawn)	i	-2	i	-1	-3	i	-11	i	i	i	i
c1coc(-c2nnc(-c3ccc4c(c3)OCO4)o2)c1	.	.	i	-3	.	i	-11	i	i	i	i
Cc1cc(C)c(C)c(S(=O)(=O)N2CCN(Cc3nc4ccccc4[nH]3)CC2)c1C	i	-4	i	.	6	i	-6	i	i	i	i
O=C(CSc1ccc2ccccc2c1)NCc1cccs1	i	-2	i	0	-2	i	-6	i	i	i	i
Cc1sc(NC(=O)CSc2nnc(CCNC(=O)c3cccs3)n2C)nc1-c1ccccc1	i	-3	i	-1	-1	i	-8	i	i	i	.
Cc1ccc2c(c1)C(c1ccccc1)N(C(=O)c1cc3ccccc3oc1=O)CC(=O)N2 (stereo not drawn)	i	-1	i	-3	1	i	-8	i	i	i	i
CCOC(=O)C1(CCOC)CCN(Cc2ccccc2-c2ccco2)CC1	i	-4	i	0	-2	i	-8	i	i	i	i
CCc1cc(Cn2nc(-c3ccccc3)cc2C(=O)O)on1	i	-2	i	0	8	i	-2	i	i	i	i
Cn1c(=O)n(C)c2cc([N+](=O)[O-])c(N3CCN(S(=O)(=O)c4ccc5ccccc5c4)CC3)cc21	i	-1	i	-5	-9	i	-5	i	i	i	i
CC(=O)N1CCN(c2nnc(-c3ccc(C)cc3)c3ccccc23)CC1	i	1	i	2	-3	i	-3	i	i	i	i
O=S(=O)(Nc1nc2ccc(Cl)cc2s1)c1cccs1	i	-4	i	.	-5	i	-8	i	i	i	i
Cc1cccc(Nc2nc(N)c(C#N)c(CC#N)c2C#N)c1	i	2	i	0	-5	i	-7	i	i	i	i
Next records follow:
SMILES	KCNK3 inh	GSK3A inh	KCNQ1 inh	GSK3beta inhib	Dyrk1A ADPGlo	RGS4 block	hERG protect	KCNQ1 pot	KCNK9 inh	RGS4 act	PolyA inh
CCCSc1ccc([C@H]2N[C@@](C)(C(=O)OC)[C@H]3C(=O)N(C)C(=O)[C@@H]23)cc1OC	i	0	i	2	-2	i	-7	i	i	i	i
COCC(C)N1CC(O)=C(c2nc(-c3ccc(Cl)cc3)cs2)C1=N (stereo not drawn)	i	0	i	1	.	i	-1	i	i	i	i
CC(=O)Nc1ccc2sc(NC(=O)CN3CCOCC3)nc2c1	i	-2	i	-4	-7	i	-5	i	i	i	.
COC(=O)c1ccccc1NC(=O)C1CCN(S(=O)(=O)c2cc(OC)ccc2OC)CC1	i	.	i	-5	-3	i	-13	i	i	i	i
Cn1c(=O)[nH]c(=O)c2c1nc(CN1CCOCC1)n2CCc1ccccc1	i	-3	i	4	6	i	-6	i	i	i	i
C=CCNC(=O)c1onc(CSc2cccc3ccccc23)c1C(=O)O	i	-3	i	7	-2	i	-14	i	i	i	i
Cc1ccc(NC(=O)CSc2nnc3ccccn23)cc1S(=O)(=O)N1CCOCC1	i	-1	i	1	.	i	-4	i	i	i	i
COC(=O)CN1C(=S)N(c2ccc(OC)cc2)C(=O)/C1=C/c1ccc(OC)cc1	i	12	i	2	0	i	-6	i	i	i	i
O=C(NCCO)NC(=S)c1ccccc1	i	0	i	0	-2	i	-18	i	i	i	i

Assay outcomes: PubChem BioAssay, several laboratories

The list is partial; count on the stated rates, not on these rows.
